Compound activity as filed in PubChem BioAssay.
eIF2B yeast act = GCN4-lacZ reporter reduction in eIF2B-epsilon mutant yeast, primary screen, S. cerevisiae, eIF2B-epsilon R284H, Beta-Glo luminescence. 0.91% of 27,000 active. inhibition, % at 25 µM (by protocol). AID 688, 2007;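 active = mutant luminescence inhibited past about 50% while wild type luminescence and mutant growth stay under set limits, limit read from the data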; also: some compounds called inactive have numbers as strong as hits
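material = yeast eIF2B-epsilon R284H mutant carrying GCN4–beta-galactosidase fusion | schedule = 16 h growth with compound at 30 °C, 90 min Beta-Glo step | measured by = luminescence and A595 | compound dosing = one concentration, 25 µM, 0.25% DMSO | read-out basis = % inhibition of reporter signal and growth versus controls | buffer or medium = YPD medium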
Yeast growth tox = yeast growth toxicity, wild-type and mutant, primary screen, cytotoxicity control for eIF2B function restoration project, wild-type and eIF2Bepsilon R284H mutant, A595. AID 685, 2007. growth inhibition, % at 25 µM (by protocol). 0.3% of 30,000 active. S. cerevisiae wild-type growth, A595 turbidity, 16 h;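 active = mutant and wild-type yeast strains alike exhibit over 30% growth inhibition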;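 also: 0% = untreated cell controls and 100% = YPD media blanks without cells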
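system = S. cerevisiae wild-type or eIF2Bepsilon-R284H mutant strain | buffer or medium = YPD medium | dosing = one dose, 25 µM compound, 0.2% DMSO | schedule = 16 h at 30 °C | measured by = A595 turbidity | evaluation = growth inhibition (%) versus cell controls and blanks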
Yeast growth tox inhibition % = recorded beside Yeast growth tox, whose call it bears; growth inhibition, %; S. cerevisiae eIF2Bepsilon-R284H mutant growth, A595 turbidity, 16 h;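 each compound tested once at 25 µM; 0% equals untreated cells and 100% equals cell-free medium blanks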
eIF2B yeast act mutant toxicity = further read-out of eIF2B yeast act, marked with its call; growth inhibition, %; measured here: mutant yeast growth, toxicity;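 each compound tested once at 25 µM; zero equals untreated control growth and 100 equals blank medium absorbance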
The depositor's hits bear a star; . = not tested or not shown. This is a subset; the hit share may differ from the screen's.

SMILES	eIF2B yeast act	eIF2B yeast act mutant toxicity	Yeast growth tox	Yeast growth tox inhibition %
O=C(O)CC1NC(=O)N(c2ccc(Cl)cc2)C1=O (centres undefined)	16	-14	9	-14
COCCCNC(=O)Cn1nnc(-c2ccccc2NC(=O)c2ccccc2F)n1	-18	-26	3	-26
S=c1[nH]nc(-c2ccco2)n1-c1cccc2ccccc12	5	.	-6	0
CCN(CC)c1ccc2c(c1)oc(=O)c1c(Cl)cc(=O)oc12	3	22	22	22
CCOC(=O)c1ccc(NC(=O)CSc2nnc(C3CC3)n2C)cc1	4	12	15	12
Cc1ccc(N2CCN(C(=O)C3CCN(S(=O)(=O)c4cccc5nsnc45)CC3)CC2C)cc1 (centres undefined)	2	11	10	11
O=c1ccsn1Cc1ccccc1	14	.	.	.
O=C(CSCc1ccc(F)cc1)NCc1ccco1	27	12	21	12
O=C(c1ccco1)N1CCN(c2ncnc3scc(-c4ccccc4)c23)CC1	-8	.	2	0
Cc1ccc(C(N)=O)cc1S(=O)(=O)Nc1cccc(C)c1C	-8	.	-10	0
Cc1ccc(OCC(=O)Nc2ccc(S(=O)(=O)Nc3onc(C)c3C)cc2)cc1	16	-6	0	-6
Cc1ccc(-c2c3c(=O)n(C)c(=O)n(C)c3cn2N2CCOCC2)cc1	23	-18	1	-18
O=C(O)C1C2C=CC(C2)C1C(=O)OC1CC2CCC1C2 (centres undefined)	25	8	12	8
CN1CCN(CCCNC(=O)C2CCN(c3nnc(-n4cccc4)s3)CC2)CC1	21	.	17	0
Nc1ccc2c(c1)C(=O)N(CCCC(=O)O)C2=O	7	17	13	17
COc1ccc2cc3cc(C(=O)Nc4ccc5c(c4)OCCO5)oc3nc2c1	-4	7	-58	7
Cc1cc(C)c(C)c(S(=O)(=O)NCC(=O)N2CCCC2)c1C	-1	4	8	4
O=C(Nc1nccs1)c1cc(S(=O)(=O)N2CCOCC2)c(Cl)cc1Cl	-12	.	-6	0
O=C(Cn1nc(-c2ccccc2)c2ccccc2c1=O)Nc1cccnc1	.	.	15	5
CCC1(C)Cc2c(sc3nc4n(c(=O)c23)CCCS4)CO1 (centres undefined)	10	5	16	5
CCN(Cc1ccccc1)C(=O)c1ccccc1C	13	.	.	.
Cc1ccn(CC(=O)O)c(=O)c1	.	.	-9	-15
COC(=O)c1cc2ccsc2n1Cc1nc(-c2ccc(OC)cc2)oc1C	31	.	.	.
CCOC(=O)n1c(SCC(N)=O)nc2ccccc21	-29	10	4	10
Cc1ccc(C)c(NC(=O)c2nnn(Cc3ccccc3)c2N)c1	11	18	6	18
CCCC(=O)Nc1nnc(CCN2CCCCC2)s1	26	.	16	0
Nn1c(-c2ccccc2Cl)nnc1-c1ccccc1Cl	12	-41	-41	-41
Fc1ccc(-c2cc3nc(-c4ccccc4)cc(N4CCN(CCN5CCOCC5)CC4)n3n2)cc1	-9	50	31*	50*
COc1cccc(NC(=O)COc2ccccc2C(N)=O)c1	-46	.	.	.
CCCn1c(N)c(C(=O)CSc2nnnn2-c2ccc(O)cc2)c(=O)n(C)c1=O	17	.	-3	0
Cc1cccc(-n2c(N)c(C(=O)N3CCN(C)CC3)sc2=S)c1	21	-41	-1	-41
Cc1cc(C)n(CC(O)Cn2ccc3ccccc32)n1 (centres undefined)	.	.	-4	3
CCOC(=O)C1CCN(C(=O)Cc2cccs2)CC1	-2	4	16	4
COc1cc(C(=O)Nc2ccc(-c3nnc(-c4ccco4)o3)cc2)cc(OC)c1OC	1	-18	15	-18
N#C/C(=C/c1ccc(N2CCCCC2)o1)c1cccc(F)c1	.	.	13	13
CCCCNC(=O)c1cc2n(n1)C(C(F)(F)F)CC(c1ccccc1)N2 (centres undefined)	8	-7	-15	-7
O=C(OCCN1C(=O)c2ccccc2C1=O)c1ccco1	.	.	19	-13
CC1(C)CC(=O)C(C2(O)C(=O)N(Cc3ccccc3)c3ccccc32)CO1 (centres undefined)	27	-14	-10	-14
CCOC(=O)C1CCCN(CCC(=O)Nc2ccc(C)cc2)C1 (centres undefined)	.	.	18	7
O=C(c1ccc2c(c1)OCO2)N1CCN(c2ccc(F)cc2)CC1	5	2	4	2
Cc1cc(=O)[nH]c(SCCOc2cccc(C(F)(F)F)c2)n1	-20	.	.	.
CCN(CC)CCCn1c(=S)[nH]c2ncccc2c1=O	5	-11	12	-11
COC(=O)CC(=O)CSc1nc2c(cc1C#N)CCCCC2	-1	4	-1	4
O=C(NC1CC2CCCC(C1)N2S(=O)(=O)c1ccccc1)C1CCCCC1 (centres undefined)	-71	-5	-3	-5
COc1ccc(C(=O)Nc2sc3c(c2C(=O)NCc2ccco2)CCCC3)cc1OC	7	-17	-18	-17
COc1ccccc1NC(=O)N(Cc1ccc2c(c1)OCO2)Cc1nc2ccccc2c(=O)[nH]1	16	-22	-23	-22
Cn1c(Cn2nnc3ccccc32)nnc1SCC(=O)N1c2ccccc2CCc2ccccc21	11	-14	5	-14
COc1cccc2cc(-c3nnc(SCC(=O)NCCc4ccccc4)n3C)oc12	.	.	-4	-2
CCOC(=O)c1cccc(NC(=O)CCS(=O)(=O)c2cccs2)c1	10	-12	0	-12
COCc1[nH][nH]c(=O)c1C=Nc1ccc(Oc2ccccc2)cc1	.	.	-3	12
COC(=O)C(Cc1c[nH]c2ccccc12)NC(=O)C(C)C (centres undefined)	2	-27	0	-27
Cc1nc2nc(CSc3nc4ccccc4s3)cc(=O)n2[nH]1	20	15	19	15
Cc1c(NC(=O)CSc2ncn[nH]2)c(=O)n(-c2ccccc2)n1C	11	9	9	9
COc1ccc(C2CC(=O)c3cnc(NC(=O)c4cc(OC)cc(OC)c4)nc3C2)cc1 (centres undefined)	0	-9	-18	-9
CC1CCN(C(=O)CCc2nc3cc(S(=O)(=O)N(C)C)ccc3n2C)CC1	32	12	5	12
Clc1ccccc1OCc1nc(-c2ccncc2)no1	22	.	.	.
O=C(CNC(=O)c1ccco1)OCN1C(=O)c2ccccc2C1=O	-13	9	12	9
CC(C)(C)C(=O)C(Cc1ccccc1Cl)n1cncn1 (centres undefined)	27	62	74*	62*
Cc1cc(C)nc(SCc2nnc(SCC(=O)NCc3ccco3)n2-c2ccccc2)n1	25	-18	-9	-18
Cc1oc(C(C)(C)C)c(CN2CCCC2)c1C(=O)O	22	6	19	6

Grouped by structure: the compounds so far with two or more sulfur atoms
SMILES	eIF2B yeast act	eIF2B yeast act mutant toxicity	Yeast growth tox	Yeast growth tox inhibition %
Cc1ccc(N2CCN(C(=O)C3CCN(S(=O)(=O)c4cccc5nsnc45)CC3)CC2C)cc1 (centres undefined)	2	11	10	11
O=C(Nc1nccs1)c1cc(S(=O)(=O)N2CCOCC2)c(Cl)cc1Cl	-12	.	-6	0
CCC1(C)Cc2c(sc3nc4n(c(=O)c23)CCCS4)CO1 (centres undefined)	10	5	16	5
Cc1cccc(-n2c(N)c(C(=O)N3CCN(C)CC3)sc2=S)c1	21	-41	-1	-41
CCOC(=O)c1cccc(NC(=O)CCS(=O)(=O)c2cccs2)c1	10	-12	0	-12
Cc1nc2nc(CSc3nc4ccccc4s3)cc(=O)n2[nH]1	20	15	19	15
Cc1cc(C)nc(SCc2nnc(SCC(=O)NCc3ccco3)n2-c2ccccc2)n1	25	-18	-9	-18

(cont.)
SMILES	eIF2B yeast act	eIF2B yeast act mutant toxicity	Yeast growth tox	Yeast growth tox inhibition %
C=CCOC(=O)C(C#N)c1nc2ccccc2nc1N1CCN(c2ccccc2OC)CC1 (centres undefined)	17	.	.	.
Cc1nn(-c2ccccc2)c(C)c1C(=O)OCC(=O)NC12CC3CC(CC(C3)C1)C2	18	-10	2	-10
Cc1nn(C(C)(C)C)c(OC(=O)c2ccc3c(c2)OCO3)c1S(=O)(=O)c1ccccc1	14	15	-9	15
CCC(C)n1c(C)nc2c(c1=O)c1nc3ccccc3nc1n2CCC1=CCCCC1 (centres undefined)	-12	-19	-1	-19
O=C(c1c(O)c2ccccc2oc1=O)C1CCC1	24	-4	13	-4
Cn1c(=O)c2c(nc(-n3ccnc3)n2Cc2ccccc2)n(C)c1=O	-5	29	13	29
FC(F)(F)c1cc(-c2cccs2)n[nH]1	10	26	20	26
Cc1cc(=O)cc(C)n1-c1ccc2c(c1)nc(C)n2-c1ccccc1	9	10	3	10
COc1ccccc1N1CCN(C(=O)c2nn(-c3ccccc3OC)c(=O)c3ccccc23)CC1	30	-3	-1	-3
CC1(C)N([O-])C2=C(c3ccccc3C2=O)[N+](=O)C1(C)C	.	.	7	11
CC(=O)Nc1ccc(NS(=O)(=O)c2cc(C)sc2C)cc1	-8	-11	-8	-11
Cc1cc(C)cc(NC(=O)Cn2ncn3c(cc4ccccc43)c2=O)c1	22	4	-10	4
CCCOc1ccc2oc(=O)c3c(c2c1)CCCN3C(=O)CN(C)Cc1ccccc1	30	12	14	12
CCCc1cc(=O)[nH]c(SCc2cccc(C)c2)n1	8	11	5	11
O=C(NC1CCCc2ccccc21)C1CCN(S(=O)(=O)c2cnc[nH]2)CC1 (centres undefined)	-18	-12	16	-12
COc1cc2c(cc1OC)C1(Nc3c-2c(C)nn3-c2ccccc2)C(=O)Nc2ccccc21 (centres undefined)	24	.	1	0
COc1ccc(OC)c(NC(=O)c2ccc(CN3CCOCC3)cc2)c1	1	8	4	8
Cc1cc(C)n2nc(C(=O)OCC(=O)Nc3ccc4c(c3)OCO4)nc2n1	16	-7	3	-7
COc1ccc(C2CC(c3cccs3)=Nc3ccccc3S2)cc1 (centres undefined)	15	-7	1	-7
CCOC(=O)c1sc(NC(=O)C2CCCO2)c(C(=O)OC)c1C (centres undefined)	.	.	-1	-7
O=C(Nc1ccc(C(F)(F)F)cc1)C1CC(=O)N(c2ccc3c(c2)OCCO3)C1 (centres undefined)	.	.	-20	-26
Cc1cc(OCC(=O)Nc2ccc3c(c2)OCCO3)cc(C)c1Cl	1	-14	12	-14
COc1ccc(N2CCN(C(=O)Cn3nnc(-c4ccc(OC)c(OC)c4)n3)CC2)cc1	5	4	-8	4
CN(CC(=O)NC1CCCCC1)S(=O)(=O)c1cccc2nsnc12	13	.	15	0
C=CCNS(=O)(=O)c1sccc1/C=N/O	7	-5	-1	-5
COc1ccc2[nH]c(C(=O)O)c(CCC(=O)O)c2c1	29	-11	-10	-11
CSc1ccccc1-n1nnnc1SCC(=O)NCc1cccs1	23	.	-6	0
Cc1cc(C)n2cc(CSc3nnc(-c4ccccc4)o3)nc2n1	12	-5	13	-5
Cc1cccnc1Nc1nc(-c2ccc(O)cc2)cs1	.	.	36*	42*
O=C(NCc1ccccn1)c1ccc(NC(=O)c2ccco2)cc1	15	13	5	13
CCOC(=O)CON1C(=O)c2ccccc2C1=O	21	3	14	3
Cn1c(=O)oc2cc(S(=O)(=O)Nc3cccc4c3CCCC4)ccc21	11	2	2	2
CC(OC(=O)CCc1nc2ccccc2c(=O)[nH]1)C(=O)NCc1ccc2c(c1)OCO2 (centres undefined)	17	5	21	5
COC(=O)c1c(NC(=O)c2ccnn2C)sc(C)c1C	9	8	6	8
Cc1cccc(NC(=O)C2CCCN2C(=O)Oc2ccccc2)c1C (centres undefined)	26	8	-3	8
CC1C2CC(C(S(=O)(=O)N3CCOCC3)C2=O)C1(C)C (centres undefined)	22	4	7	4
CCOc1ccc(NC(=O)CCS(=O)(=O)c2ccc3c(c2)CCCN3C(=O)CC)cc1	20	14	11	14
CCOC(=O)N1CCC(NC(=O)c2cc(C(=O)NCC(OC)OC)ccc2CO)CC1	13	22	8	22
CC(=O)Oc1c(Cl)c(N2CCOCC2)c(OC(C)=O)c2ccccc12	25	-43	0	-43
CC(C)COC(=O)c1ccc2c(c1O)C(=O)c1ccccc1C2=O	.	.	2	15
Cc1cc(C)n(-c2cc(Cl)cc(Cl)c2)c(=O)c1C#N	17	-17	4	-17
O=C(CN1C(=O)COc2ccccc21)Nc1ccc2c(c1)OCCO2	12	-4	1	-4
COc1ccccc1OCC(=O)Nc1cccc(C(=O)N2CCOCC2)c1	10	8	13	8
CCCCCCn1c(COc2ccccc2F)nnc1SCC(=O)N1c2ccccc2NC(=O)C1(C)C	26	-14	-11	-14
Cc1ccc(C)c(N2CCN(S(=O)(=O)c3ccc4c(c3)CCC(=O)N4)CC2)c1	23	10	8	10

Reprinted at random: 4 records from the list, in no set order.
SMILES	eIF2B yeast act	eIF2B yeast act mutant toxicity	Yeast growth tox	Yeast growth tox inhibition %
COc1ccccc1OCC(=O)Nc1cccc(C(=O)N2CCOCC2)c1	10	8	13	8
CCOc1ccc(NC(=O)CCS(=O)(=O)c2ccc3c(c2)CCCN3C(=O)CC)cc1	20	14	11	14
CCCCCCn1c(COc2ccccc2F)nnc1SCC(=O)N1c2ccccc2NC(=O)C1(C)C	26	-14	-11	-14
CC(OC(=O)CCc1nc2ccccc2c(=O)[nH]1)C(=O)NCc1ccc2c(c1)OCO2 (centres undefined)	17	5	21	5
